N370S GC: inhibitors or activators of N370S glucocerebrosidase for Gaucher disease | N370S GC spleen homogenate, 4MU-glucoside fluorescence | Potency, µM (series often up to 59.4 µM), for the others: at the top dose activity change, negative = inhibition, most hits filed as inhibitors | 330,000 tested, 0.092% active;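 further: 0% = full enzyme activity and -100% = no enzyme basal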
FEN1 inh: human FEN1 inhibition | Potency, µM (highest dose often 114 µM), for the others: at the highest dose activity change, negative = inhibition, usual class: inhibitors | AID 588795 | P39748 | 390,000 tested, 0.35% active | Recombinant FEN1 flap cleavage, fluorescence, 15 min; further: nearly all actives have a fitted effect of over 65% in size
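FEN1 at 10 nM, compound pretreatment for 15 min (room temperature), 50 nM final substrate to initiate; endpoint reads at 0 and 15 min; DMSO-only plates used as vehicle background.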
GCN5L2 inh: GCN5L2 (KAT2A) acetyltransferase inhibition. Q92830. GCN5L2 HAT assay, ThioGlo1 CoA-SH fluorescence. Potency, µM (top dose mostly 58.9 µM), without a hit: at the top dose activity change, negative = inhibition, hits mostly inhibitors. 390,000 tested, 0.21% active. AID 504327
Target sequence (Q92830 whole entry, looked up): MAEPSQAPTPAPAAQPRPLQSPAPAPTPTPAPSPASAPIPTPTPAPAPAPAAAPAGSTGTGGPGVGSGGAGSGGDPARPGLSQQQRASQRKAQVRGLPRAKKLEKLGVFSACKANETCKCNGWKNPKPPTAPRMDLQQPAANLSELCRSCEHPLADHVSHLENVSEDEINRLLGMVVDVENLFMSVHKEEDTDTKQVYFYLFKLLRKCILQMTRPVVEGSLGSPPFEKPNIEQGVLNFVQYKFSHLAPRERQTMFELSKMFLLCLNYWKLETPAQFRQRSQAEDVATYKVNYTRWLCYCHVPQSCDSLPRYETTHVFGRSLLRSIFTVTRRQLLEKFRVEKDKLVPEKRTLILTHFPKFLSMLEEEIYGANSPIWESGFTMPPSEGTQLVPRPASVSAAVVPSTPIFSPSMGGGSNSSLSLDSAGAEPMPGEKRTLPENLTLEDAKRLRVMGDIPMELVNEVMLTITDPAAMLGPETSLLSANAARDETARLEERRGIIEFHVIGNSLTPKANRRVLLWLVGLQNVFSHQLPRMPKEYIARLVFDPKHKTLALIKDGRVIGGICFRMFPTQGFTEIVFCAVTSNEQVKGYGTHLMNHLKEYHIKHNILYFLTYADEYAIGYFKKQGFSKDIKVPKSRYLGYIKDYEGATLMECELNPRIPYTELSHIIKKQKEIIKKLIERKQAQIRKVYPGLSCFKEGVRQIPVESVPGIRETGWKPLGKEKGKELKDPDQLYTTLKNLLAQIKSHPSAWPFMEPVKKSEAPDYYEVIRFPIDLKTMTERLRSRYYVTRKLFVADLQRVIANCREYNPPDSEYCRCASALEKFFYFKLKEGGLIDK
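GCN5L2 (20nM final) in 50mM HEPES, 0.1mM EDTA pH 7.5, 0.01% Tween-20 was preincubated 15 min at room temperature with compound, then given ThioGlo1 (50uM), H3(1-25) peptide (75uM) and acetyl-CoA (70uM); CoA-thiol fluorescence (Ex340/Em540) was read at 0 and 20 min.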
Starred values were filed as active, the others as inactive; ? = inconclusive; / = no result given; [ ] = another dose, or the depositor's remark. The call rests on the fitted dose curve; in most records, active means well fitted curve in the direction sought with a large enough effect; inconclusive means small, poorly fitted or top-dose-only effect, or another doubt; inactive means no such curve, though single readings can be large; an effect the other way counts as inactive or inconclusive. Unless noted, on the % scale 0 is the no-effect control and ±100 the full control effect; potency means the concentration at half of the fitted maximal effect. Not all compounds are listed; rates above refer to the full screens.

Start of the listing, in advance, 3 compounds:
Values run as follows: N370S GC, FEN1 inh, GCN5L2 inh
Cc1ccc(-c2nc(CCNC(=O)c3ccco3)cs2)cc1
→ -3%, -8%, -16%
CCCNC(=O)C(=O)NCC1CCCN1CC (stereo not given)
→ 5%, 6%, -6%
O=C(Cn1c(-c2ccccc2)noc1=O)Nc1ccc(S(=O)(=O)N2CCOCC2)cc1
→ -5%, -6%, 2%

The listing, previewed entries included:
Values run as follows: N370S GC, FEN1 inh, GCN5L2 inh
Cc1ccc(-c2nc(CCNC(=O)c3ccco3)cs2)cc1
→ -3%, -8%, -16%
CCCNC(=O)C(=O)NCC1CCCN1CC (stereo not given)
→ 5%, 6%, -6%
O=C(Cn1c(-c2ccccc2)noc1=O)Nc1ccc(S(=O)(=O)N2CCOCC2)cc1
→ -5%, -6%, 2%
CCOc1ccccc1Nc1nnc(SCC(=O)NC2CC2)s1
→ /, -19%, 2%
O=C(CN1CCOCC1)N1CCN(c2ccc([N+](=O)[O-])cc2)CC1
→ ?, 4%, 2%
N#Cc1nc(COc2ccccc2)oc1NCCN1CCOCC1
→ 2%, 1%, -5%
Cc1ccc(S(=O)(=O)NCC(=O)OCc2nnc(-c3ccccc3)o2)cc1
→ -13%, 7%, -8%
CCOC(=O)c1ccc(NC(=O)c2oc3c(c2C)-c2nn(Cc4ccccc4Cl)cc2CC3)cc1
→ /, -2%, -6%
CN1CCC(OC(=O)c2ccccc2)CC1
→ -5%, -1%, 20%
CCOC(=O)C1CCCN(c2ncnc3c2cnn3-c2ccc(OC)cc2)C1 (stereo not given)
→ 15%, 13%, -3%
O=c1cc(-c2ccccc2)nc(/C=C/c2ccccc2)[nH]1
→ -3%, -2%, ?
CC(C)[C@H](NC(=O)C1CCN(S(=O)(=O)c2ccc(F)cc2)CC1)C(=O)NCc1ccncc1
→ -16%, 20%, -3%
Cc1ccn2c(=O)cc(COc3ccc(NC(=O)C(C)(C)C)cc3)nc2c1
→ /, -7%, -5%
Cc1nn2c3ccccc3n(CCN3CCCCC3)c2nc1=O
→ -3%, 3%, -6%
Cn1c(=O)c2c(nc(Oc3ccc(-c4ccccc4)cc3)n2C)n(C)c1=O
→ 4%, 2%, 0%
CN(C(=O)COC(=O)c1ccc2ccccc2n1)C1CCS(=O)(=O)C1 (stereo not given)
→ 1%, 9%, -4%
Cc1cccc(NC(=O)C(Cc2ccccc2)c2nn[nH]n2)c1C (stereo not given)
→ -1%, -7%, -2%
CCc1ccc(N2CN(Cc3cccnc3)CNC2=S)cc1
→ 2%, 0%, -1%
COc1ccc2cc(C(=O)C3CCCN(C(=O)Cc4c(C)noc4C)C3)ccc2c1 (stereo not given)
→ -11%, 11%, -3%
COC(=O)Cc1c(C)c2ccc(OCC(=O)NC3CCS(=O)(=O)C3)cc2oc1=O (stereo not given)
→ ?, 2%, 0%

Entries shown so far that have a halogen (2):
Values run as follows: N370S GC, FEN1 inh, GCN5L2 inh
CCOC(=O)c1ccc(NC(=O)c2oc3c(c2C)-c2nn(Cc4ccccc4Cl)cc2CC3)cc1
→ /, -2%, -6%
CC(C)[C@H](NC(=O)C1CCN(S(=O)(=O)c2ccc(F)cc2)CC1)C(=O)NCc1ccncc1
→ -16%, 20%, -3%

Shown tab-delimited: part of the list above.
Molecule	N370S GC	FEN1 inh	GCN5L2 inh
O=c1cc(-c2ccccc2)nc(/C=C/c2ccccc2)[nH]1	-3%	-2%	?
CC(C)[C@H](NC(=O)C1CCN(S(=O)(=O)c2ccc(F)cc2)CC1)C(=O)NCc1ccncc1	-16%	20%	-3%
Cc1ccn2c(=O)cc(COc3ccc(NC(=O)C(C)(C)C)cc3)nc2c1	/	-7%	-5%
Cc1nn2c3ccccc3n(CCN3CCCCC3)c2nc1=O	-3%	3%	-6%
Cn1c(=O)c2c(nc(Oc3ccc(-c4ccccc4)cc3)n2C)n(C)c1=O	4%	2%	0%
CN(C(=O)COC(=O)c1ccc2ccccc2n1)C1CCS(=O)(=O)C1 (stereo not given)	1%	9%	-4%

(continued)
Values run as follows: N370S GC, FEN1 inh, GCN5L2 inh
COCCNC(=O)C(=O)Nc1c2c(nn1-c1ccccc1)CS(=O)(=O)C2
→ /, 0%, -2%
COc1ccc(CC(=O)Nc2sc3c(c2C(=O)Nc2ccccc2)CCCCC3)cc1
→ /, 3%, -1%
O=C(CSCc1ccc(Br)cc1)N1CCOCC1
→ 4%, 7%, -1%
Cc1nnsc1C(=O)NNS(=O)(=O)c1ccccc1
→ -9%, 1%, 31%[activator]
COc1ccc(C(C)(C)C)cc1NC(=O)C1=CC=CN2CCS(=O)(=O)N=C12
→ /, 13%, -3%
CCN(CC)S(=O)(=O)c1cc(NC(=O)C(C)Nc2ccccc2N2CCOCC2)ccc1C (stereo not given)
→ -6%, 2%, -1%
CCc1c(C(=O)N/N=C/c2ccco2)nnn1-c1nonc1N
→ -4%, -6%, -18%
COc1ccc(OCCC(=O)OCC(=O)c2ccc[nH]2)cc1
→ -21%, 2%, 0%
CCc1[nH]nc(C(=O)NC2CCCc3c2cnn3-c2cc(C)cc(C)c2)c1C (stereo not given)
→ 4%, -1%, -22%
CC(C)(C)c1cc(CN2CCCCC2)cc(C(C)(C)C)c1O
→ ?, /, -3%
Cc1c(C)[n+](=O)c(-c2ccc(Br)cc2)c(C)n1[O-]
→ 9%, -11%, -21%
Cc1nn(C(=O)c2cccnc2)c(C)c1Sc1ccc(Br)cc1
→ -4%, -3%, 1%
N#CCCn1c(SCC(=O)NCc2ccco2)nc2ccccc21
→ 15%, 9%, -3%
CCOC(=O)c1[nH]c(=O)[nH]c1CN(Cc1ccco1)Cc1[nH]c(=O)[nH]c1C(=O)OCC
→ 4%, 1%, -15%
Cc1ccc2[nH]c(C(=O)N3CCN(C(c4ccccc4)c4ccccc4)CC3)cc2c1
→ -15%, 8%, -9%
O=C(COc1ccccc1)N[C@@H]1c2ccccc2CC[C@@H]1O
→ /, 1%, -8%
CC(NC(=O)c1ccco1)C(=O)Nc1nc(-c2ccccn2)cs1 (stereo not given)
→ 3%, -12%, 1%
CC1CCCCC1NC(=O)/C=C/c1nc2ccccc2s1 (stereo not given)
→ 9%, 0%, 2%
COc1ccc(C(=O)N2CCOC2CNC(=O)C(=O)NCc2ccc(Cl)cc2)cc1 (stereo not given)
→ 3%, -3%, -3%
O=C1CN(C(=O)COC(=O)c2ccc(Br)o2)c2ccccc2N1
→ /, 2%, -8%

(more compounds)
Values run as follows: N370S GC, FEN1 inh, GCN5L2 inh
O=C(Nc1cccc(F)c1)C1CCCN(C(=O)c2ccc(Cl)cc2)C1 (stereo not given)
→ /, 14%, -3%
CCOC(=O)c1cnc2c(C)cccc2c1NCCCN1CCOCC1
→ -1%, -5%, -5%
O=C(Nc1cccn2ncnc12)c1ccccc1
→ 3%, -3%, -3%
COc1cc2c(cc1OC)C1C(=O)c3c(cc4c(c3O)C=CC(C)(C)O4)OC1CO2 (stereo not given)
→ 12%, /, -13%
O=C(CCNC(=O)c1ccc(Cl)cc1)NNC(=O)c1ccc(F)cc1
→ 2%, -7%, -6%
CCn1c(=O)cc(OCC(=O)Nc2ccc(C)c(F)c2)c2ccccc21
→ /, -5%, -8%
NC(N)=N/N=C/c1cc([N+](=O)[O-])ccc1O
→ 15%, -6%, 0%
Cn1cnnc1SCC(=O)c1c[nH]c2ccccc12
→ -12%, 0%, 1%
CC1CN(C(=O)c2ccc(Br)c(S(=O)(=O)N3CCOCC3)c2)CC(C)O1 (stereo not given)
→ /, 3%, -9%
CCCC(=O)Nc1ccc(C(=O)COC(=O)C2CC2)cc1
→ /, -8%, -3%
C[C@H]1O[C@@H](O[C@H]2CC[C@@]3(C)C(CC[C@]4(C)C3C=C[C@]35OC[C@@]6(CCC(C)(C)C[C@H]63)[C@@H](O)C[C@]54C)[C@]2(C)CO)[C@H](O)[C@@H](O[C@@H]2O[C@H](CO)[C@@H](O)[C@H](O)[C@H]2O)[C@H]1O (stereo not given in full)
→ /, -2%, -5%
COc1ccc(CN2CCCCC2C)c(C)c1C (stereo not given)
→ 2%, 3%, -1%
O=C(COC(=O)c1cccc(NC(=O)c2ccco2)c1)c1ccc(Br)cc1
→ 11%, 5%, -10%
O=S(=O)(NCCc1csc(-c2ccc(C(F)(F)F)cc2)n1)c1ccc2c(c1)OCCO2
→ 2%, -6%, -14%
COCC(C)N1CCC(Oc2cccc(C(=O)NCCc3ccccc3)c2)CC1 (stereo not given)
→ -8%, 16%, 2%
C/C(=N/NC(=O)c1cc(-c2cccc([N+](=O)[O-])c2)n[nH]1)c1ccc(Cl)cc1
→ -3%, -25%, -9%
CCC(C)(C)NC(=O)C(c1cccc(OC)c1OC)N(Cc1ccc(OC)cc1)C(=O)CCC(=O)Nc1cc(C)on1 (stereo not given)
→ -2%, -6%, -4%
CCCCc1ccc(NC(=O)CSc2nc(=O)n(CCN(CC)CC)c3c2CCC3)cc1
→ -9%, -13%, -4%
CCCOC(=O)c1c(NC(=O)c2cc3ccccc3c(=O)o2)sc2c1CCC(C)C2 (stereo not given)
→ /, 1%, 14%
COc1cccc(N/C(C)=C/C(=O)c2ccc(Br)cc2)c1
→ 4%, -6%, -9%

More compounds follow.
Values run as follows: N370S GC, FEN1 inh, GCN5L2 inh
COc1cc(NC(=O)c2csc(N)n2)cc(C(=O)Nc2cccc(C(F)(F)F)c2)c1
→ 7%, -3%, -5%
Cc1ccc(C2=NN(CCC(=O)NCCC(C)C)C(=O)CC2)cc1
→ -6%, /, 2%
Cc1ccc2nc(SCc3nc4cc(Cl)ccc4c(=O)[nH]3)[nH]c2c1
→ 10%, 1%, -11%
O=C(CSc1nc2ccccc2c(=O)n1Cc1ccc(F)cc1)NCc1cccs1
→ 4%, 1%, 0%
Cc1cnc(C(=O)OCC(=O)Nc2cccc3ccccc23)cn1
→ /, 17%, -3%
C=C(C)C(=O)Nc1ccc2c(c1)OCCOCCOCCO2
→ 3%, ?, 2%
Cc1ccc(S(=O)(=O)N[C@H](C(=O)N2CCC(C(=O)N[C@H](C(=O)O)c3ccccc3)CC2)C(C)C)cc1
→ -3%, 0%, -21%
Cc1ccc(-c2csc3nc4c5ccccc5c(NCCCN(C)C)nn4c(=O)c23)cc1
→ 4%, 20µM*, -9%
CC(C)OC(=O)CSc1nnc(-c2ccc(Cl)cc2Cl)o1
→ 4%, 1%, -5%
COc1ccc(Br)cc1CNC(=O)c1cnc2sc(N3CCC(C)CC3)nn2c1=O
→ /, -4%, -4%
CCOc1cc(C2NC(=O)NC(c3ccccc3)=C2C(C)=O)ccc1OCC(N)=O (stereo not given)
→ 1%, 4%, -14%
O=C(N/N=C/c1ccccc1)c1ccc(NC(=O)c2ccc(F)cc2)cc1
→ -4%, 6%, -1%
O=C(COC(=O)c1c(Cl)cccc1Cl)NCc1cccs1
→ /, 5%, -3%
CN(C)C=NC(=O)c1cc(C(=O)c2ccc(C(C)(C)C)cc2)c[nH]1
→ -3%, -4%, -7%
COC1c2ccccc2C(=O)N1Cc1ccc(F)cc1 (stereo not given)
→ 8%, 3%, 4%
COc1ccc(S(=O)(=O)N2CCOCC2)cc1NC(=O)CO/N=C/c1ccccc1OC(F)F
→ 28%, 4%, -9%
O=[N+]([O-])c1ccc(OCc2cn([C@@H](CO)c3ccccc3)nn2)c(Br)c1
→ -6%, 9%, 2%
Cc1ccc2nc3c(cc(C(=O)NC4CCCC4)c(=N)n3C(C)C)c(=O)n2c1
→ /, 0%, -12%
CC(=O)c1sc(Nc2nc3ccc(F)cc3s2)nc1C
→ 8%, -25%, -7%
C#CCN1C(=O)S/C(=C\c2ccc(-c3ccc(C(=O)O)cc3C)o2)C1=O
→ -15%, ?, -12%

Further entries:
Values run as follows: N370S GC, FEN1 inh, GCN5L2 inh
CCc1ccccc1NC(=O)[C@H](Cc1ccccc1)N1Cc2ccccc2C1=O
→ /, 2%, -1%
CCCN(CC(=O)Nc1ccc(F)c(F)c1F)C(=O)c1ccc(N2CCCC2=O)cc1
→ /, -12%, -3%
Cc1ccc(-c2noc(CCC(=O)NCc3ccco3)n2)cc1
→ 0%, 3%, -5%
CO[C@H]1O[C@H](C)[C@@H](O)C[C@H]1NC(=O)OCc1ccccc1
→ -3%, -3%, -5%
Cc1[nH]n(-c2ccc([N+](=O)[O-])cc2)c(=O)c1C=NCC1CCCO1 (stereo not given)
→ -4%, 12%, -13%
CCc1ccc(C(=O)COC(=O)C(Cc2ccccc2)NC(=O)c2ccc(Cl)cc2)cc1 (stereo not given)
→ -17%, -2%, 0%
Cc1ccc(S(=O)(=O)N(C)C[C@@H]2Oc3ccc(NC(=O)Cn4cnnn4)cc3C(=O)N([C@@H](C)CO)C[C@H]2C)cc1
→ /, -5%, 3%
Cc1cccc(NC(=O)Nc2ccc3c(c2)N(C)C(=O)CS3)n1
→ -2%, 14%, -6%

Compound activity deposited in PubChem BioAssay by National Center for Advancing Translational Sciences (NCATS).
